# OTUD3 inh: human OTUD3 deubiquitinase inhibition. inhibition, % at 25 µM. hit rate 0.7% among 47,000. purified OTUD3, Ub-rhodamine fluorescence, 2 h. Q5T2D3
# USP28 block: human USP28 deubiquitinase inhibition; hit rate 3% among 47,000; inhibition, % at 25 µM; AID 1645857; Q96RU2; purified USP28, Ub-rhodamine cleavage fluorescence, 30 min
# UCHL1 block: blocks human UCHL1 ubiquitin-rhodamine cleavage | P09936 | purified UCHL1, Ub-rhodamine cleavage fluorescence | inhibition, % at 20 µM | hit rate 0.2% among 47,000 | AID 1645859
# Target sequence (P09936 whole entry, looked up): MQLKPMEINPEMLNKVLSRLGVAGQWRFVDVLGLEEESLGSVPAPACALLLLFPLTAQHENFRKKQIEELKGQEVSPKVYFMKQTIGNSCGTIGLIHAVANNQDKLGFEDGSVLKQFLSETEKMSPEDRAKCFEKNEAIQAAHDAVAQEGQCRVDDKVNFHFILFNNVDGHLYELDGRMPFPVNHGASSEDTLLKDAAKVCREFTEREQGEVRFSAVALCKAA
# USP17 inh: inhibitors of human USP17 deubiquitinase; AID 1645855; inhibition, % at 50 µM; A8MUK1; purified USP17, Ub-rhodamine cleavage fluorescence, 3 h; hit rate 6.5% among 47,000
# USP10 block: human USP10 deubiquitinase inhibition; Q14694; purified USP10, Ub-rhodamine fluorescence, 60 min; inhibition, % at 20 µM; hit rate 1.1% among 47,000; AID 1645856
# USP8 inh: inhibitors of human USP8 deubiquitinase; purified USP8, Ub-rhodamine cleavage fluorescence, 30 min; P40818; AID 1645853; inhibition, % at 20 µM; hit rate 4.2% among 47,000
# USP30 block: inhibitors of human USP30 deubiquitinase | Q70CQ3 | purified USP30, Ub-rhodamine cleavage fluorescence | inhibition, % at 25 µM | hit rate 5.3% among 47,000
# Target sequence (Q70CQ3 whole entry, looked up): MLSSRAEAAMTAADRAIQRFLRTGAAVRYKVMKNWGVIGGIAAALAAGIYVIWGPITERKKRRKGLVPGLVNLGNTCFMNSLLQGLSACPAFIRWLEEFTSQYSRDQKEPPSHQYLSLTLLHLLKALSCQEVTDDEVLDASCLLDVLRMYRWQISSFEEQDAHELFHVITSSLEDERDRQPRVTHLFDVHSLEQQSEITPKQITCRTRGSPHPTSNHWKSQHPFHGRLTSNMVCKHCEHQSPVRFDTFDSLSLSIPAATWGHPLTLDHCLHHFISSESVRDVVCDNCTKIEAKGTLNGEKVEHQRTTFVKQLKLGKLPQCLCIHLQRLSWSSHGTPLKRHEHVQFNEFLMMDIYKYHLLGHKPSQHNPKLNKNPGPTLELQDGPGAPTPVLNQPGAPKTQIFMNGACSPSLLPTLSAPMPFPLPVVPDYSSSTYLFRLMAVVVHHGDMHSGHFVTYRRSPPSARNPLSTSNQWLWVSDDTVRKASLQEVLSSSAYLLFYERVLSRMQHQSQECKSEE
# USP7 inh: blocks human USP7 ubiquitin-rhodamine cleavage; Q93009; purified USP7, Ub-rhodamine cleavage fluorescence; inhibition, % at 20 µM; hit rate 0.3% among 47,000; AID 1645854
# * = called active by the depositor; x = not tested or not shown. No stated cut-off is given here; in the data, active means inhibition above about 30%; inactive means the rest.
# Sample of the layout:
SMILES,OTUD3 inh,USP28 block,UCHL1 block,USP17 inh,USP10 block,USP8 inh,USP30 block,USP7 inh
Cc1ccccc1C(C(=O)Nc1ccc(F)cc1)N(C(=O)c1cnccn1)c1cccc(F)c1 (stereo not drawn),16.7,10.6,5.9,12.3,1.3,18.8,7.9,3.0
O=C1CC2(C(=O)N(CC3CCCCC3)c3ccccc32)c2cnn(-c3ccccc3)c2N1 (stereo not drawn),7.1,26.1,6.2,9.6,7.7,11.4,26.7,-19.9

# Main list, from the first entry:
SMILES,OTUD3 inh,USP28 block,UCHL1 block,USP17 inh,USP10 block,USP8 inh,USP30 block,USP7 inh
Cc1ccccc1C(C(=O)Nc1ccc(F)cc1)N(C(=O)c1cnccn1)c1cccc(F)c1 (stereo not drawn),16.7,10.6,5.9,12.3,1.3,18.8,7.9,3.0
O=C1CC2(C(=O)N(CC3CCCCC3)c3ccccc32)c2cnn(-c3ccccc3)c2N1 (stereo not drawn),7.1,26.1,6.2,9.6,7.7,11.4,26.7,-19.9
COc1cc(CCC(=O)Oc2ccc(-c3ccc(C#N)cc3)cc2)cc(OC)c1OC,6.4,10.5,2.9,5.1,12.3,9.2,8.0,11.6
COc1ccccc1-c1nc(-c2cccc(-c3ccnn3C)c2)no1,12.7,7.8,6.8,10.6,4.0,22.2,11.6,2.0
CCOc1cc(N2CCOCC2)c(OCC)cc1NC(=O)CCc1ccc(S(=O)(=O)N2CCOCC2)cc1,2.3,3.5,1.2,-8.7,1.6,-0.2,-22.0,-7.2
Cc1ccc2c(c1)CCCN2C(=O)c1cn(-c2ccccc2)nc1-c1cccnc1,-27.1,-26.7,-11.5,-10.1,-9.0,-17.3,-82.6,-14.3
CCN1CC[C@@]2(C(=O)N3CCOCC3)CCN(C(=O)CC(C)C)CC[C@@H]12,4.3,1.9,-0.1,-6.8,1.0,-65.8,9.0,5.8
Cc1cc(NC(=O)Cn2c(=O)n(-c3ccc(CC(=O)NC4CCCC4)cc3)c(=O)c3ccccc32)n[nH]1,7.4,6.0,1.4,0.5,1.0,-1.7,8.5,2.5
COc1ccc2nc(NC(=O)CN3CCC(C(N)=O)CC3)sc2c1,-7.8,5.4,0.3,2.8,0.2,-0.4,28.6,7.1
Cc1ncccc1NC(=O)[C@@H]1C[C@@H]2CCN(c3ccncn3)C[C@H]2O1,-5.7,-10.4,-8.2,-53.8,-4.7,-192.4,-58.5,-2.4
CCCCNC(=O)c1noc2ncnc(N3CCCC3)c12,-2.6,2.0,-1.4,0.0,1.0,-32.0,11.6,-2.4
c1ccc(OCCOc2ccccn2)nc1,7.0,7.6,-0.7,8.1,1.0,12.6,19.7,4.3
Cc1onc(-c2ccccc2)c1C(=O)NC(C)c1ccccn1 (stereo not drawn),-1.5,-6.1,-0.4,-11.4,2.3,-4.4,-0.8,-2.4
CC(C)CN1Cc2c(C(=O)N3CCCC3C)ncn2-c2ccccc2S1(=O)=O (stereo not drawn),10.0,5.7,0.6,1.6,-2.3,-8.7,22.5,-5.1
O=C1COc2ccccc2N1Cc1nc(-c2ccccc2)no1,-5.9,24.3,-1.6,23.7,5.1,5.2,14.3,2.0
OCCN(Cc1ccccc1)Cc1cn[nH]c1-c1ccc(Cl)cc1,-32.1,-2.3,5.2,-9.5,3.1,-237.6,0.2,-45.3
Cc1cnn(CC(=O)N2CCCCCC2c2ccncc2)c1 (stereo not drawn),-5.4,-8.1,-2.9,x,-5.1,-4.4,-16.7,-1.9
CS(=O)(=O)c1cnc2ncnn2c1C1CCCN(C(=O)Cc2cccc(F)c2)C1 (stereo not drawn),0.3,-3.2,-1.2,14.3,-0.1,9.7,-5.1,-4.2
COc1cccc2cc(C(=O)NCC(C)(O)c3ccc4c(c3)OCO4)oc12 (stereo not drawn),-3.9,0.9,2.0,-37.6,0.3,1.6,-9.5,-3.0
CCC1(C)Cc2c(sc3nc(SC)nc(SCCN4C(=O)c5ccccc5C4=O)c23)CO1 (stereo not drawn),-5.9,-17.7,-0.1,10.7,-0.7,-4.3,-0.9,0.0
CC(C)(C)c1nnc(NC(=O)C2CC(=O)N(CCc3ccc(F)cc3)C2)s1 (stereo not drawn),-3.2,-3.6,0.7,0.1,-0.3,-121.3,-0.7,-8.7
CCC(C)[C@H](NC(=O)N1CCn2c1nc1ccccc12)C(=O)NCCC1=CCCCC1 (stereo partly drawn),-3.4,-16.1,0.0,36.0*,1.3,0.0,-24.9,-7.9
Cc1cc(=O)n2c(n1)NC(=NCCc1c[nH]c3ccccc13)NC2c1ccccc1 (stereo not drawn),-7.5,-1.8,-4.1,-10.4,-3.8,-5.6,-20.4,-2.3
Cc1nc(C2CCCN2C(=O)c2ccccn2)nc2c1CCCN2Cc1ccccn1 (stereo not drawn),-8.5,-10.7,-7.0,-4.7,-2.2,1.2,-31.2,-5.2
Cc1ccc(NC(=O)N2C[C@@H]3C[C@H](NS(C)(=O)=O)[C@H]2C3)c(C)c1,-0.6,0.6,-1.0,13.1,2.6,0.3,16.1,0.7
# Next structures.
SMILES,OTUD3 inh,USP28 block,UCHL1 block,USP17 inh,USP10 block,USP8 inh,USP30 block,USP7 inh
O=C(c1cccnc1)N1CCCC(c2nn(CCOc3ccccc3)c3nccnc23)C1 (stereo not drawn),13.7,15.9,0.9,9.4,0.6,-13.4,16.0,0.6
CCOc1ccc(NC(=O)C2C3C=CC4(O3)C2C(=O)N(C2CCCCC2)C4C(=O)NC2CCCCC2)cc1 (stereo not drawn),-0.3,-10.8,-0.9,0.0,1.3,-5.2,0.1,-138.0
COc1cccc(NC(=O)CSc2nnc(-c3cc4cccc(OC)c4o3)n2C)c1,10.6,6.9,-0.2,59.9*,1.2,0.9,49.8*,4.7
Cc1ccc(NC2=NC(c3ccccc3)(C(F)(F)F)C(C#N)=C3C=CC=CN23)cc1 (stereo not drawn),-1.9,-9.6,-0.6,25.9,-17.4,63.0*,-56.3,1.8
Oc1cccc2c(-c3ccc(O)c4c(O)cccc34)ccc(O)c12,76.4*,92.4*,77.8*,98.1*,70.5*,97.6*,93.8*,-53.7
COc1ccc(CN(C(=O)c2cccs2)c2ccc(C)cc2)cc1OC,2.2,5.1,4.5,10.9,3.8,-12.8,0.6,1.7
COc1ccc(C(=O)Nc2ccc3c(c2)OCCCO3)cn1,-0.2,31.7*,-3.1,-0.4,0.6,-10.9,4.2,-1.5
Cc1cc(C)c(C#N)c(SCc2nc(N)nc(Nc3ccccc3)n2)n1,2.3,x,6.3,-9.2,-2.9,-5.9,x,3.3
Cc1ccccc1CCC(=O)N1CCC2(CC1)CNS(=O)(=O)c1ccccc1OC2,15.0,13.0,0.5,-0.7,0.4,2.8,11.9,4.7
NC(=O)C1Cn2ccnc2C2(CCN(C(=O)NC3CCCC3)CC2)O1 (stereo not drawn),3.9,2.2,0.5,-8.8,1.5,-52.7,3.5,5.6
CC1=C(C(=O)NCc2ccccc2)C(c2cccc(F)c2)n2ncnc2N1 (stereo not drawn),12.7,7.6,0.4,10.9,0.1,22.0,33.0*,3.6
COc1ccc(S(=O)(=O)c2nnn(-c3cccc(F)c3)c2C)cc1,-4.1,-2.9,-2.5,-15.0,0.0,-13.9,-32.0,-7.2
CC(C)CC(=O)N1CCC(c2nc3c(nnn3Cc3ccccc3)c(=O)[nH]2)CC1,-0.2,-6.4,-0.1,0.2,0.0,3.8,2.6,-8.0
Cc1ccccc1N1CCN(C(=O)c2snc3c(=O)n(C)c(=O)[nH]c23)CC1,11.3,11.5,0.3,11.3,3.2,1.8,19.2,1.7
O=C(CC1CCOCC1)N1CCCC(c2ccc3cn[nH]c3n2)C1 (stereo not drawn),-2.5,-3.5,-3.4,-2.8,-1.6,-4.9,3.2,0.1
Cc1ccc(Cn2cc(-c3noc(-c4ccc[nH]4)n3)nn2)cc1,-6.6,17.3,2.8,0.0,7.6,35.7*,65.0*,-39.9
Cc1nnc([C@H]2CCN(Cc3cc4ccccc4o3)C2)o1,-18.8,-22.2,-5.7,-8.1,-2.7,27.7,-61.6,-3.7
Cc1cccc(CCC(=O)N2CCC(c3nc4ccc(F)cc4cc3C(N)=O)CC2)n1,-9.7,-18.0,-1.5,-49.9,-2.5,-2.1,-44.5,-11.4
CC(c1nc2ccccc2c(=O)[nH]1)N1CCN(C(c2ccccc2)c2ccccc2)CC1 (stereo not drawn),-19.4,-19.2,0.0,-22.9,0.6,-11.9,-58.9,0.5
O=C(c1cscn1)N1CCCC(c2ccnc(Nc3ccccn3)c2)C1 (stereo not drawn),0.4,-4.4,0.1,-28.7,-1.4,-138.6,-7.4,1.1
CCOc1ccc2[nH]c(=O)c(CN(CC3COCCO3)C(=O)c3ccccc3C)cc2c1 (stereo not drawn),6.7,0.0,-0.4,3.4,2.5,5.8,6.0,2.0
O=C(Nc1ccc2cn[nH]c2c1)C1CN(C(=O)c2ccc3c(c2)OCO3)C1,-6.5,-0.8,-0.3,2.9,-2.0,-35.1,-5.4,-17.6
COc1ccc(NC(=O)Nc2nnc(CC(=O)N3CCCCC3)s2)c(OC)c1,5.8,2.5,3.7,5.0,3.4,2.0,1.3,2.7
O=C(Nc1ccccc1)C(CC(=O)N1CCOCC1)C(=O)c1ccccc1 (stereo not drawn),-7.7,-4.5,-1.4,-4.9,2.0,-1.5,-3.6,-6.3
CC(C)c1ccc(N2CCN(CC3CCCCO3)C2=O)cc1 (stereo not drawn),12.7,11.9,1.3,8.6,0.4,0.9,15.2,0.8

# Fetched by compound from above (5):
SMILES,OTUD3 inh,USP28 block,UCHL1 block,USP17 inh,USP10 block,USP8 inh,USP30 block,USP7 inh
Cc1cc(C)c(C#N)c(SCc2nc(N)nc(Nc3ccccc3)n2)n1,2.3,x,6.3,-9.2,-2.9,-5.9,x,3.3
Cc1ccc(NC2=NC(c3ccccc3)(C(F)(F)F)C(C#N)=C3C=CC=CN23)cc1 (stereo not drawn),-1.9,-9.6,-0.6,25.9,-17.4,63.0*,-56.3,1.8
COc1cccc(NC(=O)CSc2nnc(-c3cc4cccc(OC)c4o3)n2C)c1,10.6,6.9,-0.2,59.9*,1.2,0.9,49.8*,4.7
COc1cccc2cc(C(=O)NCC(C)(O)c3ccc4c(c3)OCO4)oc12 (stereo not drawn),-3.9,0.9,2.0,-37.6,0.3,1.6,-9.5,-3.0
Cc1ncccc1NC(=O)[C@@H]1C[C@@H]2CCN(c3ccncn3)C[C@H]2O1,-5.7,-10.4,-8.2,-53.8,-4.7,-192.4,-58.5,-2.4

# (cont.)
SMILES,OTUD3 inh,USP28 block,UCHL1 block,USP17 inh,USP10 block,USP8 inh,USP30 block,USP7 inh
CSc1ncccc1C(=O)N1CCc2cc(-c3ccno3)ccc21,-20.5,-31.1,-16.4,-82.8,-6.8,-19.2,-115.5,-12.3
O=C(NCc1ccnc(C2CCCOC2)n1)c1nccc2ccccc12 (stereo not drawn),-14.2,-15.2,-5.8,-21.4,-1.5,-3.8,-28.0,-0.8
CCC(C(=O)NCc1ccncc1)N(c1ccc(C)cc1)S(C)(=O)=O (stereo not drawn),1.1,-1.3,0.0,2.2,0.2,-3.0,10.9,5.5
Cc1c(C(=O)NCC2CCCCC2)cnn1-c1ccccc1F,3.7,19.0,2.6,11.5,-5.7,7.9,-7.6,1.4
CC(Sc1nc2ncc(Cl)cc2[nH]1)C(=O)Nc1ccc2c(c1)OCO2 (stereo not drawn),4.1,18.9,1.2,25.3,-7.1,37.5*,-13.0,4.5
Fc1cnc(N2CCCC3(CCN(c4ncccn4)C3)C2)nc1 (stereo not drawn),-6.6,-8.1,-2.6,-20.9,-5.4,-53.5,-41.8,-5.4
COc1ccc(N2CCN(C(=O)c3cc(-c4ccccn4)nc4ccccc34)CC2)cc1,-3.4,8.5,2.5,9.1,-1.8,12.9,-25.0,-3.6
CCOC(=O)N1CCN(C(=O)CC2(CC(=O)O)CCCC2)CC1,8.3,9.6,-0.2,17.6,-2.0,6.2,17.6,2.6
CC(C)Cc1noc(CN2CCC3(CC2)CC3c2nnc(-c3cccc(F)c3)o2)n1 (stereo not drawn),-1.9,-6.1,-2.0,0.1,-7.9,3.3,-14.1,-6.4
Cn1c(=O)n([C@@H](Cc2ccccc2)C(=O)NCc2ccc(F)cc2)c(=O)c2ccccc21,9.9,26.2,3.5,12.8,3.9,19.7,45.8*,-3.3
COc1cc(OC)cc(C(=O)NC(c2ccccc2)c2cccnc2)c1 (stereo not drawn),1.9,0.1,1.9,-2.6,0.0,-16.6,-4.9,-4.8
O=C(NC(C(=O)OCc1ccccc1)c1ccccc1)c1ccccc1 (stereo not drawn),10.2,8.6,4.4,26.0,5.9,3.7,32.3*,1.7
O=C(c1ccc(N2CCCCC2)nn1)N(Cc1ccccc1)c1ccccn1,3.4,8.1,0.1,1.6,-1.8,-1.6,6.7,-1.0
Cc1nn(C)cc1NC(=O)Nc1ccc(F)cc1,12.8,14.0,1.4,11.5,0.5,7.3,30.5*,3.7
